VIM-2 inh: VIM-2 metallo-beta-lactamase inhibitors, primary screen, biochemical, epi-absorbance readout, Pseudomonas aeruginosa enzyme | purified VIM-2, nitrocefin hydrolysis, epi-absorbance fluorescence | actives 0.89% (n = 290,000) | inhibition, % at 5.6 µM;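 active = inhibition above the mean of all tested compounds plus 3 SD, cutoff set per screening run, cut at about 7.5% in these data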;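 also: red hydrolysis product quenches plate fluorescence so inhibitors raise well fluorescence; 0% = enzyme with DMSO and 100% = DMSO without enzyme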
IMP-1 inhibitor: IMP-1 metallo-beta-lactamase inhibitors, primary screen, biochemical, epi-absorbance readout, Pseudomonas aeruginosa enzyme. metallo-beta-lactamase IMP-1 (Pseudomonas aeruginosa). purified IMP-1, nitrocefin hydrolysis, epi-absorbance fluorescence. inhibition, % at 5.6 µM. actives 0.45% (n = 290,000);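 active = inhibition above the mean plus 3 SD of all compounds in the same screening run, cut at about 4.5% in these data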;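 also: 0% = IMP-1 with DMSO and 100% = DMSO wells lacking enzyme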
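system = purified recombinant IMP-1 beta-lactamase | amount = 0.2 nM IMP-1, as dispensed | medium = HEPES buffer pH 7.1 with ZnSO4 and Brij 35 | times = 25 °C, 15 min preincubation, 25 min reaction | detection = plate fluorescence quenching by hydrolysis product, ex 480/em 530 nm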
V1R ag counter: agonists of human V1a receptor, primary screen, counter-screen for OXTR agonist project, fluorescence, CHO-V1R cells; AID 2797, 2010; activation, % at 3 µM; actives 0.25% (n = 320,000); Vasopressin V1a receptor (Homo sapiens), P37288; Fluo-8 calcium fluorescence, agonist mode; 0% DMSO, 100% 3 nM vasopressin;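 active = activation above the mean activation of all tested compounds plus 3 SD, per screening run, cut at about 20% in these data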;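 also: signal is peak over basal fluorescence ratio across a 100 second FLIPR read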
Target sequence (P37288 whole entry, looked up): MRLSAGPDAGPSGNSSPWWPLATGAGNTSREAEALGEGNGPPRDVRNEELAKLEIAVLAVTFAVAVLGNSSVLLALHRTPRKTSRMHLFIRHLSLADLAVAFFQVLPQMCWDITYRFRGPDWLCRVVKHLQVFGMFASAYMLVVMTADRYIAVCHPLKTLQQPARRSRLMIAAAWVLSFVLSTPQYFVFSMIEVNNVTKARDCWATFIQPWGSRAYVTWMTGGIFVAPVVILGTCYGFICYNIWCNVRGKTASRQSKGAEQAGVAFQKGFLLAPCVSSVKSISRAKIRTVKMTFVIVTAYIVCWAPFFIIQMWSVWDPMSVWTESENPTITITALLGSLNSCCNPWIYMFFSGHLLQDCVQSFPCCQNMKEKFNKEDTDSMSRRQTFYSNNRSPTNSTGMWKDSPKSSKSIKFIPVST
PHOSPHO1 inh: PubChem AID 1565; recombinant PHOSPHO1, absorbance phosphatase assay; Phosphoethanolamine/phosphocholine phosphatase (Homo sapiens), Q8TCT1; inhibition, % at 13.3 µM; actives 1.1% (n = 290,000); in the data active = inhibition above about 60%
Target sequence (Q8TCT1 whole entry, looked up): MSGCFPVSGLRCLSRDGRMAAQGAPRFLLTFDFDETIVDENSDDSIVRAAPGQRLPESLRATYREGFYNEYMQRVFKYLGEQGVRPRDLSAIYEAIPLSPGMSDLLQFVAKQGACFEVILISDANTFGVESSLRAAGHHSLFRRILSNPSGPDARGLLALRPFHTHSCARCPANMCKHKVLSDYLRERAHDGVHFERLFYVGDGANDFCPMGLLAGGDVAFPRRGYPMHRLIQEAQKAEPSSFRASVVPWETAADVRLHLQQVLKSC
NS3 helicase inh: inhibitors of HCV NS3 helicase, primary screen, biochemical, Cy5 molecular beacon fluorescence | Hepatitis C virus NS3 helicase | NS3 helicase DNA unwinding | inhibition, % at 10.9 µM | actives 0.56% (n = 290,000);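 active = inhibition above the mean of all tested compounds plus 3 SD, set per campaign, cut at about 35% in these data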;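 also: 0% = DMSO wells and 100% = thioflavine S control wells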
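assay system = NS3 helicase fragment of HCV | buffer or medium = MOPS pH 6.5, MgCl2, DTT, Tween20, BSA | timing = 60 min unwinding reaction at 25 °C after ATP addition | signal = Cy5 beacon fluorescence read at start and 1 h | read-out basis = % inhibition of unwinding | control set = low DMSO, high thioflavine S at 110 µM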
OXTR agonist: human OXTR agonists, primary screen, fluorescence, CHO-OTR cells, Fluo-8 calcium | Oxytocin receptor (Homo sapiens), P30559 | Fluo-8 calcium fluorescence; normalized: DMSO 0%, oxytocin 100% | activation, % at 3 µM | actives 0.32% (n = 320,000) | AID 2435, 2010;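 active = activation above the mean of all tested compounds plus 3 SD, cutoff set per screening run, cut at about 20% in these data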;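 also: peak over basal fluorescence ratio from a 100 s FLIPR kinetic read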
FID counter: compounds displacing fluorescent DNA intercalator, primary screen, artefact control for HCV NS3 helicase inhibitor project, biochemical, FID fluorescence; DNA fluorescent intercalator displacement; inhibition, % at 7.9 µM; actives 0.17% (n = 290,000); AID 1845, 2009; in the data active = inhibition above about 37%;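 also: 0% = vehicle and 100% = reference compound; higher means more ethidium bromide displaced from hairpin DNA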
GalR3 antag: GalR3 antagonists in HEK293 cells, primary screen, cell-based, fluorescence readout. HEK293 GalR3-CNG cAMP membrane potential fluorescence; galR3 body fused to GalR1 C-terminus. AID 651719, 2012. Galanin receptor type 3 (Homo sapiens), O60755. inhibition, % at 3 µM. actives 0.44% (n = 360,000);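 active = inhibition above the screen-wide average plus 3 SD, cut at about 13% in these data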;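 also: forskolin and galanin both at EC90 stimulate the cells; cAMP rise reported by CNG channel membrane potential dye signal; 0% = forskolin plus galanin with DMSO and 100% = forskolin alone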
Target sequence (O60755 1-299 limits assumed): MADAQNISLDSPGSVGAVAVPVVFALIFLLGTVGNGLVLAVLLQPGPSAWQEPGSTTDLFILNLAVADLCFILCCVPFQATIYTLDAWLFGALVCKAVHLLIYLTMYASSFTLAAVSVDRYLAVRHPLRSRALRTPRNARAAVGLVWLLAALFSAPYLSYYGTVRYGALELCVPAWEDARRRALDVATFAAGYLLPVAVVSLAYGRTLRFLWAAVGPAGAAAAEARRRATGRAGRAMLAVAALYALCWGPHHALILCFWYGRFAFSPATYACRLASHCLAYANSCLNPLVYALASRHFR
GPR7 antagonist: GPR7 receptor antagonists, primary screen, cell-based, fluorescence, single concentration; Neuropeptides B/W receptor type 1 (Homo sapiens), P48145; GPR7-expressing cells, fluorescence antagonist assay; inhibition, % at 4.4 µM; actives 1.1% (n = 290,000); AID 1861, 2009; in the data active = inhibition above about 16%, passing the limit was not always enough;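 also: cells stimulated with the agonist NPW; 0% = agonist with vehicle and 100% = vehicle without agonist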
The depositor's hits bear a star; / = not tested or not shown.

The first two entries as a preview:
SMILES	VIM-2 inh	IMP-1 inhibitor	V1R ag counter	PHOSPHO1 inh	NS3 helicase inh	OXTR agonist	FID counter	GalR3 antag	GPR7 antagonist
CS(=O)c1ccccc1-c1nc(-c2cc(C(F)(F)F)cc(C(F)(F)F)c2)no1 (stereo unspecified)	-0.5	-0.3	1.1	8	5	-0.1	4	-3	3
CS(=O)(=O)N1CCN(C(=O)c2ccc(Br)s2)CC1	-4.4	-2.9	0.9	16	3	0.0	-2	-7	-5

Main list, repeating the preview:
SMILES	VIM-2 inh	IMP-1 inhibitor	V1R ag counter	PHOSPHO1 inh	NS3 helicase inh	OXTR agonist	FID counter	GalR3 antag	GPR7 antagonist
CS(=O)c1ccccc1-c1nc(-c2cc(C(F)(F)F)cc(C(F)(F)F)c2)no1 (stereo unspecified)	-0.5	-0.3	1.1	8	5	-0.1	4	-3	3
CS(=O)(=O)N1CCN(C(=O)c2ccc(Br)s2)CC1	-4.4	-2.9	0.9	16	3	0.0	-2	-7	-5
O=C(CN1CCCCC1)N/N=C/c1cccc(Cl)c1	-2.5	-2.5	0.5	/	10	0.7	3	-8	-8
O=C1Nc2ccccc2C1Cc1ccc(OC(F)(F)F)cc1 (stereo unspecified)	0.9	-1.0	0.6	27	5	0.4	-8	-9	7
CN(C)c1ccc(C(=O)OCC(=O)NCCCc2ccccc2)cc1	-3.2	-2.9	1.5	37	-2	-1.9	-28	-11	-4
Cc1cccc(CSc2nnc([C@@H]3CCCN3)o2)c1	1.8	4.2	-0.6	7	-3	-0.6	-6	-4	-4
Cc1ccccc1CC1(CO)CCCN(C(=O)c2ccccc2N(C)C)C1 (stereo unspecified)	-5.7	-3.0	0.5	12	1	0.3	-33	-7	31*
CCN(C(=O)c1cccs1)c1nc(-c2ccc(OC)cc2)cs1	-1.7	-3.1	1.0	36	-3	-0.2	-2	-9	-6
O=C(CNC1CCCCCC1)c1cccs1	-0.6	0.7	0.1	-28	-5	-0.8	-1	-2	-9
COc1cc(C(=O)NC(=S)Nc2ccc3c(c2)OCO3)cc(OC)c1OC	-2.1	-1.1	4.3	16	-4	-0.6	-3	-3	-4
COc1cc(OC)cc(C(=O)Nc2sc3c(c2C(N)=O)CCC3)c1	-3.0	-2.8	0.4	-1	2	0.2	2	-10	-6
O=C1N=C(N2CCOCC2)S/C1=C\c1cccs1	-2.2	-3.6	-0.2	39	-2	-0.3	-2	-9	8
Cc1cc(C)n(CC(O)COCc2ccco2)n1 (stereo unspecified)	-2.1	-1.9	-0.6	-14	-2	0.5	1	-3	-3
COc1ccccc1CNC(=O)C1CCCN(S(=O)(=O)c2cccs2)C1 (stereo unspecified)	-1.3	-1.7	1.8	40	0	1.5	-24	-7	0
O=C1CCN(S(=O)(=O)c2ccc(Br)cc2)CCN1	-1.5	0.1	-0.6	-8	-2	-0.3	-4	1	-1
Clc1cccc(OCCN2CCNCC2)c1	1.7	-1.9	0.4	-4	-15	1.4	3	-4	-3
COc1ccc(N(C(=O)Cc2cccs2)C2C=CS(=O)(=O)C2)cc1 (stereo unspecified)	-2.5	-2.0	0.8	34	10	-0.1	-5	-5	2
C/C(=N\Nc1ncnc2sc(C)c(C)c12)c1ccccn1	14*	13*	134*	28	5	124*	-13	-6	6
O=C1c2ccccc2CCC12N=NCC2c1ccc(Br)cc1 (stereo unspecified)	-0.6	0.0	-0.7	3	-6	-1.2	-9	0	-1
COc1ccc(C)cc1N(CC(=O)N1CCCCCC1)S(C)(=O)=O	-0.6	-1.7	0.0	24	-4	1.3	-6	-10	-15
COc1ccc(C(C)=O)cc1COC(=O)c1ccc(OCc2c(C)noc2C)cc1	-2.1	-3.0	0.6	-1	-15	-0.1	-2	-4	1
O=S(=O)(Nc1cccc2cccnc12)c1ccccc1	-3.3	-5.9	2.8	-7	1	0.8	-8	-12	4
CCOC(=O)C(=Cc1cn(C)c2ccc(S(=O)(=O)N(C)C)cc12)C(=O)OCC	-1.1	-3.7	-1.1	24	1	-1.4	-9	0	-8
CCOC(=O)c1ccc(NC2c3ccccc3C(=O)N2c2ccccn2)cc1 (stereo unspecified)	-2.0	-5.7	0.2	-5	3	-1.1	1	/	-1
CCCCCOC(=O)NCC(O)c1ccccc1 (stereo unspecified)	-0.5	-1.1	-1.2	19	-2	-0.4	-6	-2	0
COc1cccc(-c2coc3c(C)c4oc(=O)c(CCC(=O)O)c(C)c4cc23)c1	15*	-3.2	13	37	-14	9.7	-22	-9	-29
COc1cccc(CN2CCNC(=O)C2CC(=O)N(C)C2CCCCC2)c1 (stereo unspecified)	-3.3	-2.4	0.2	51	-16	-1.2	-29	3	-1
Cc1cc(Cl)c(S(=O)(=O)N2CCN(c3ccc(F)cc3)CC2)cc1OCC(=O)NC1CCCCC1	-3.7	-2.4	9.7	5	8	10	-6	97*	6
C=CCn1c(-c2ccc(OC)c(OC)c2)cs/c1=N\c1ccccn1	0.9	-3.5	0.6	3	-1	-0.4	-9	4	2
COc1ccc(S(=O)(=O)NCC(c2cccnc2)N2CCN(C)CC2)cc1OC (stereo unspecified)	-1.0	-3.0	1.3	48	1	-0.2	6	0	-9
COc1cc(CC(=O)OCC(=O)Nc2ccc3c(c2)OCCO3)cc(OC)c1OC	-0.4	-2.1	0.8	-9	-7	0.1	-17	-2	-3
COCCCNCCCCOc1ccc(C)cc1[N+](=O)[O-]	-1.3	-4.2	1.3	-6	-7	1.4	16	-1	-8
OCCOCCn1c(-c2ccccc2)nc(=S)c2c1CCCC2	/	/	0.8	5	/	0.1	/	2	/
O/N=C(\C[n+]1ccccc1)c1ccc(Br)cc1	-0.2	-1.2	20	-2	3	-0.1	-2	-9	6
N#Cc1ccccc1OCC(=O)Nc1c(C(=O)C2CC2)oc2ccccc12	2.9	-2.7	-1.0	16	-7	-1.9	-4	-10	-7
CCC(C)C(NC(=O)OC(C)(C)C)C(=O)NC(C(=O)NC(C)C(N)=O)C(C)C (stereo unspecified)	-3.6	-2.2	-0.3	33	5	0.3	-3	-5	-8
COc1ccc(N2C(=O)CC(NC34CC5CC(CC(C5)C3)C4)C2=O)c(OC)c1 (stereo unspecified)	-3.3	-1.1	3.0	14	-4	0.7	-4	1	-1
COc1ccc(NC(=O)COC(=O)/C=C/c2ccccc2[N+](=O)[O-])cc1	-1.8	-4.8	3.8	-13	-10	2.1	1	-10	-9
COc1ccc(NC(=O)C2CCN(S(=O)(=O)c3cccc4nonc34)CC2)cc1OC	-1.4	-4.0	1.4	12	4	0.9	-8	-7	0
CC(C)NC(=O)CN1CCN(c2ncccn2)CC1	-2.8	0.6	0.2	-18	-2	-0.4	4	-7	11
CCCCn1c(SCC(=O)Nc2cc(C)on2)nc2ccccc2c1=O	-2.0	-1.0	-0.4	-7	3	-0.7	-3	-6	1
O=C(CSc1ccc(-c2ccncc2)nn1)c1ccccc1	-2.3	-4.1	4.9	3	3	2.4	-14	-2	-5
COc1ccc(C2(CNC(=O)c3ccc(OC)c([N+](=O)[O-])c3)CCCCC2)cc1OC	-2.5	-3.7	0.8	-4	-13	2.5	-31	-2	0
O=C(O)c1[nH]c2ccccc2c1CC(=O)N1CCOCC1	-2.6	-3.1	-0.2	18	-5	0.1	1	6	-9
O=C(COC(=O)c1ccc(OC(F)F)cc1)NCCCN1CCCC1=O	-3.1	-1.6	0.1	-15	10	0.2	-4	-1	-12
Cc1ccn2c(C(=O)N/N=C/c3ccc(CNC(=O)C(=O)Nc4ccc(C)c(C)c4)o3)c(C)nc2c1	-3.2	-3.5	1.5	1	12	0.4	-2	/	-3
Cc1ccc(S(=O)(=O)NCCNc2ccccc2[N+](=O)[O-])cc1	1.3	-1.4	0.9	-2	4	0.2	-2	-6	6
CC(C)c1onc(C(=O)N2CCCCC2C)c1[N+](=O)[O-] (stereo unspecified)	-3.1	-0.2	0.5	5	2	-0.6	-5	-9	6
CC(C)Oc1ccc(C2CC(=O)N(c3ccc(N(C)C)cc3)C2=O)cc1 (stereo unspecified)	-0.3	-1.6	1.6	-10	-6	-0.7	-14	0	-10
Brc1ccccc1-c1cnco1	-2.4	-2.5	-0.2	48	2	0.1	-5	-6	-16
O=C(COc1ccc([N+](=O)[O-])cc1)N1CCN(c2nnc(-c3ccccc3)c3ccccc23)CC1	-2.6	-2.0	0.3	5	1	-0.2	-7	-3	-11
O=C(Cc1ccc(Br)cc1)N1CCN(c2ccc(F)cc2)CC1	-1.1	-4.8	1.7	20	-8	1.8	-26	-5	7
CCc1ccccc1NC(=S)N(CCCN1CCN(C)CC1)Cc1cccs1	0.8	-2.1	-0.3	2	-8	0.2	17	-2	-6
CC(C)c1cc(=O)oc2c3c4c(cc12)CCCN4CCC3	4.6	-0.2	-0.9	90*	7	-0.9	-2	3	6
COc1ccc(Cn2nnnc2C(c2ccc(N(C)C)cc2)N2CCC(C)CC2)cc1 (stereo unspecified)	-2.6	-4.2	-0.3	56	-2	-1.7	-17	-3	7
COc1ccccc1N1CCN(C(=O)CSc2ncccc2-c2nc3ccccc3[nH]2)CC1	-3.5	-3.5	1.0	98*	5	0.4	-12	-4	12
CC(NC(=O)c1cccc(C(F)(F)F)c1)C1CCCO1 (stereo unspecified)	-1.4	-1.8	0.4	45	5	0.8	-2	-5	-6
CN1CCCN(C(=O)c2ccc(Br)cc2)CC1	-0.4	-0.4	0.7	24	-6	-0.8	1	-9	-15
NC(C(=O)O)C1CC(Cl)=NO1 (stereo unspecified)	-2.0	0.2	0.7	1	0	-0.3	-2	/	-3
Cc1cc(C(=O)N2CCCc3ccccc32)no1	-6.4	-5.8	0.2	0	-2	0.2	0	-3	-13
COc1ccc(CN2CCN(C(=O)CCC(=O)Nc3nnc(CC(C)C)s3)CC2)cc1F	-4.2	-1.2	6.6	-8	0	8.8	-24	-9	-7
CC1(C)CC(=O)CC(=NCC(=O)O)C1	-3.9	-3.1	0.7	-7	1	0.8	-2	-2	3

Looked up above.
GPR7 antagonist result of `NC(C(=O)O)C1CC(Cl)=NO1` (stereo unspecified) : -3
GPR7 antagonist result of `COc1ccc(Cn2nnnc2C(c2ccc(N(C)C)cc2)N2CCC(C)CC2)cc1` (stereo unspecified) : 7
NS3 helicase inh result of `CC(NC(=O)c1cccc(C(F)(F)F)c1)C1CCCO1` (stereo unspecified) : 5
GalR3 antag result of `CC(C)c1cc(=O)oc2c3c4c(cc12)CCCN4CCC3` : 3

Assay outcomes deposited in PubChem BioAssay by several laboratories.
